Bioassay records as filed in PubChem BioAssay.
bIAP act: bovine intestinal alkaline phosphatase activators, primary screen, biochemical, bovine IAP, CDP-star luminescence | activation factor at 20 µM | alkaline phosphatase, intestinal [Bos taurus] | purified bovine IAP, 30 min; active compounds read high; fold of DMSO-control signal, blank-subtracted | 200,000 tested, 0.17% active;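 active means activation factor of 2 or more at 20 µM, a signal rise over negative controls twice the positive control's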
PPARg SRC3 recr: PPARgamma agonists recruiting SRC-3 coactivator, primary screen, biochemical | Peroxisome proliferator-activated receptor gamma (Homo sapiens), P37231 | biochemical PPARgamma/SRC-3 coactivator recruitment assay | activation, % at 8 µM | 200,000 tested, 0.26% active; in the data active means activation above about 23%;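 further: 0% = DMSO and 100% = reference agonist; some compounds past the cut are filed as inactive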
Target sequence (P37231 whole entry, looked up): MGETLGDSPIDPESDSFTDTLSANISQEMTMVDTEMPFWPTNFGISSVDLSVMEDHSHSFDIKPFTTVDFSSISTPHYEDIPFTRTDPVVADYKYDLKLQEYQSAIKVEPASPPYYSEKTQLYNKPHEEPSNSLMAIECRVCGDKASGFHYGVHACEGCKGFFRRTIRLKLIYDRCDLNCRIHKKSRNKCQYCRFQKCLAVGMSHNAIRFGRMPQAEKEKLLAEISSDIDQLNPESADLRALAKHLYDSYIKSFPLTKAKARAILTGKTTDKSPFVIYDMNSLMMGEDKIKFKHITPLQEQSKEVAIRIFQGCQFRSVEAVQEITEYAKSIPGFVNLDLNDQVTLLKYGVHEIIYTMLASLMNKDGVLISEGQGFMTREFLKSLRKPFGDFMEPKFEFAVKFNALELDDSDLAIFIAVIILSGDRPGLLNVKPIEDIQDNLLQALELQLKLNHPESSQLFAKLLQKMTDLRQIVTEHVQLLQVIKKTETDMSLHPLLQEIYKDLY
STAT3 blocker: IL-6 driven STAT3 reporter inhibitors, primary screen, U3A cells, luciferase, luminescence, MLSCN library; IL-6 STAT3-luciferase reporter; host cell line lacks STAT1; inhibition, % at 5.5 µM; 190,000 tested, 0.89% active; AID 862, 2007;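 active means inhibition above the mean inhibition across all screened compounds plus 3 SD, cut at about 44% in these data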;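 further: 0% = DMSO only wells and 100% = 100 µM nifuroxazide control wells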
STAT3 act: IL-6 driven STAT3 reporter potentiators, primary screen, U3A cells, luciferase, luminescence, MLSCN library; IL-6 STAT3-luciferase reporter; 100% = signal with IL-6 EC80 alone; activation (% of control), % at 5.6 µM; 190,000 tested, 0.91% active; AID 871, 2007;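 active means activation above the screen-wide mean of compound activation plus 3 SD, cut at about 130% in these data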;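 further: 0% = background luminescence of wells with medium and substrate only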
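System – human U3A cells carrying STAT3-luciferase construct · Probe or stimulus – Interleukin-6, 33 ng/mL · Schedule – compound 1 h, then IL-6 6 h at 37 °C · Signal – luminescence from STAT3-driven luciferase reporter · Evaluation – percent of IL-6-only median luminescence · Benchmarks – IL-6-only high control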
SRC2 TRFRET art: TR-FRET signal artefacts, primary screen, artefact control for PPARgamma SRC-2 agonist project, biochemical; TR-FRET artefact counter-screen; active compounds read high; TR-FRET ratio at 8 µM; 200,000 tested, 0.4% active; AID 1049, 2008; in the data active means TR-FRET ratio above about 2000; further: inactives centre near 1500
bIAP inhibitor: bovine intestinal alkaline phosphatase inhibitors, primary screen, selectivity assay for TNAP inhibitor project, biochemical, bovine IAP, CDP-star luminescence; alkaline phosphatase, intestinal [Bos taurus]; inhibition, % at 20 µM; 190,000 tested, under 10 active; AID 1019, 2008; purified bovine IAP, 30 min;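 active means over 50% inhibition of intestinal alkaline phosphatase at 20 µM in the single-dose screen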
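System: purified bovine intestinal alkaline phosphatase (IAP) enzyme; Input: IAP diluted 1/65,000,000 in the well; Measured by: CDP-star luminescence signal; Compound dosing: 20 µM single dose; Incubation: 30 min reaction at room temperature.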
PPARg SRC-1 ag: PPARgamma agonists recruiting SRC-1 coactivator, primary screen, biochemical. Peroxisome proliferator-activated receptor gamma (Homo sapiens), P37231. PPARgamma-SRC-1 coactivator recruitment biochemical assay. activation, % at 8 µM. 200,000 tested, 0.41% active. AID 631, 2007; in the data active means activation above about 19%;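 further: 0% = DMSO and 100% = reference agonist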
TNAP act hiacc: TNAP activators at high phosphate acceptor level, primary screen, biochemical, luminescence, uHTS | purified TNAP, CDP-star luminescence, 1 M DEA, 30 min; active compounds read high; 0 = EDTA background, 1 = DMSO-only activity | activation factor at 20 µM | 200,000 tested, under 10 active | AID 1136, 2008;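 active means activation factor at least 2 at 20 µM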
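Measured by: Luminescent substrate turnover signal | Test system: Human TNAP | Input: TNAP 1/800 final | Dosing: 20 µM single point | Schedule: 30 min, room temperature | Controls: EDTA wells as negative control, DMSO wells as positive control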
PPARg SRC2 recr: agonists of PPARg-SRC-2 recruitment, primary screen, biochemical, HTS. Peroxisome proliferator-activated receptor gamma (Homo sapiens), P37231. PPARgamma LBD-SRC-2 recruitment. activation, % at 8 µM. 200,000 tested, 0.34% active. AID 1032, 2008; in the data active means activation above about 22%;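 further: 0% = vehicle and 100% = reference agonist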
ROMK primary: ROMK potassium channel modulators, primary screen, cell-based, thallium flux, MLSMR library | Tet-inducible ROMK, thallium flux fluorescence; actives lie on both sides | B-score at 10 µM | 130,000 tested, 2% active | AID 1918, 2009;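 active means signal ratio slope over the read window, or its plate-corrected B-score, at least 3 SD from the plate mean, either direction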;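 further: B-score of the F/F0 ratio slope over 7 to 12 s after thallium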
STAT1 blocker: STAT1 signaling inhibitors, primary screen, cell-based, HTS, luciferase reporter; NIH 3T3 STAT1-luciferase reporter, IFN-gamma, luminescence; inhibition, % at 5.5 µM; 200,000 tested, 0.35% active; AID 920, 2007;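 active means inhibition above a set limit, the mean inhibition across all tested compounds plus 3 SD, cut at about 34% in these data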;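 further: 0% = IFN-gamma with DMSO and 100% = IFN-gamma with 300 µM nifuroxazide; values of inactives mirror those of a sister screen read the other way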
* hit, by the source's call; nt = not tested or not shown.

1	O=C(c1ccccc1F)N(Cc1ccc2c(c1)OCO2)Cc1cc2cc3c(cc2n2nnnc12)OCO3
2	c1ccc(COc2ccccc2CNC23CC4CC(CC(C4)C2)C3)cc1
3	O=c1c(C=NCc2cccnc2)c(C(F)(F)F)[nH]n1-c1nc2ccccc2s1
4	CC(C(=O)Nc1ccc([N+](=O)[O-])cc1)N1CCN(C/C=C/c2ccccc2)CC1 (centres undefined)
5	Cc1ccc(-c2nc(N/N=C/c3ccccc3[N+](=O)[O-])c3ccccc3n2)cc1
assay / entry,1,2,3,4,5
PPARg SRC2 recr,14,-4,5,8,6
PPARg SRC-1 ag,14,-10,4,-1,11
ROMK primary,nt,-2.5,0.93,nt,nt
STAT3 blocker,-12,1,56*,4,25
STAT3 act,115,105,54,98,87
TNAP act hiacc,1,1.1,1.1,1,1
SRC2 TRFRET art,1927,1332,1677,1648,1608
PPARg SRC3 recr,17,-2,2,-4,15
STAT1 blocker,3,0,38*,-3,-26
bIAP inhibitor,10,10,-6,11,-2
bIAP act,0.9,0.9,1.1,0.9,1

6	CCc1c(O)nc(SCC(=O)N2CCOCC2)n(-c2ccccc2)c1=O
7	CCN(CC)/C(=N/O)NC(=O)NS(=O)(=O)c1ccc(C)cc1
8	COc1cccc(NC(=S)NN2CCN(C)CC2)c1
9	O=C(O)CCCC(=O)Nc1ccc(Br)cc1C(=O)O
10	Cc1cc2c3nonc3ccc2n1-c1ccccc1
assay / entry,6,7,8,9,10
PPARg SRC2 recr,13,-2,2,2,-1
PPARg SRC-1 ag,2,-8,6,-3,18
ROMK primary,0.059,-0.041,nt,nt,0.18
STAT3 blocker,3,0,1,12,11
STAT3 act,101,103,100,92,92
TNAP act hiacc,1,1.1,1,1,1.1
SRC2 TRFRET art,1573,1510,1691,1550,1875
PPARg SRC3 recr,11,12,14,0,4
STAT1 blocker,-2,-2,-5,11,-1
bIAP inhibitor,4,5,8,-15,3
bIAP act,1,0.9,0.9,1.2,1

11	Oc1cccc(CCC2CCCCN2Cc2cn[nH]c2-c2ccc3c(c2)OCO3)c1 (centres undefined)
12	O=S(=O)(NC1CCCCC1)c1ccc(F)c2ccccc12
13	COc1cccc(OC)c1C(=O)Nc1nc2ccc(S(C)(=O)=O)cc2s1
14	O=C1CSC(c2cccc(F)c2)N1c1ccccc1F (centres undefined)
15	CCOc1cc(/C=N/NC(=O)CSc2cccc3cccnc23)ccc1O
assay / entry,11,12,13,14,15
PPARg SRC2 recr,0,4,5,6,-6
PPARg SRC-1 ag,3,1,-2,6,1
ROMK primary,-0.31,nt,-0.079,nt,1.2
STAT3 blocker,-4,-4,2,15,-18
STAT3 act,108,104,101,90,117
TNAP act hiacc,1.1,1,1,1,1.1
SRC2 TRFRET art,1751,1514,1643,1691,1466
PPARg SRC3 recr,-2,7,2,4,0
STAT1 blocker,4,2,0,12,-5
bIAP inhibitor,-21,0,2,-2,-7
bIAP act,1.2,1,1,1,1.1

In the list so far, these contain a halogen:
1	O=C(c1ccccc1F)N(Cc1ccc2c(c1)OCO2)Cc1cc2cc3c(cc2n2nnnc12)OCO3
3	O=c1c(C=NCc2cccnc2)c(C(F)(F)F)[nH]n1-c1nc2ccccc2s1
9	O=C(O)CCCC(=O)Nc1ccc(Br)cc1C(=O)O
12	O=S(=O)(NC1CCCCC1)c1ccc(F)c2ccccc12
14	O=C1CSC(c2cccc(F)c2)N1c1ccccc1F (centres undefined)
assay / entry,1,3,9,12,14
PPARg SRC2 recr,14,5,2,4,6
PPARg SRC-1 ag,14,4,-3,1,6
ROMK primary,nt,0.93,nt,nt,nt
STAT3 blocker,-12,56*,12,-4,15
STAT3 act,115,54,92,104,90
TNAP act hiacc,1,1.1,1,1,1
SRC2 TRFRET art,1927,1677,1550,1514,1691
PPARg SRC3 recr,17,2,0,7,4
STAT1 blocker,3,38*,11,2,12
bIAP inhibitor,10,-6,-15,0,-2
bIAP act,0.9,1.1,1.2,1,1

Later entries.
16	Cc1ccc(-c2nc3ccc(NS(=O)(=O)c4ccccc4)cc3[nH]2)o1
17	COC(=O)c1[nH]c2cc(OC)ccc2c1N
18	Cn1cccc1C(=O)C(=O)Nc1ccccc1
19	CCOc1ccccc1NC(=O)CSc1nccn1-c1ccccc1
20	O=C(O)Cc1ccc(C(=O)c2ccccc2)s1
21	COCC(C)n1c(SCC(=O)N2CCCCC2)nc2ccccc2c1=O (centres undefined)
22	CCC(CO)Nc1nc(CN2CCCCC2)nc2scc(-c3ccccc3)c12 (centres undefined)
23	Cc1c(C(N)=O)sc(N)c1C(=O)OC(C)C
assay / entry,16,17,18,19,20,21,22,23
PPARg SRC2 recr,7,14,-7,7,-1,1,8,-3
PPARg SRC-1 ag,6,11,-4,2,-1,5,-2,4
ROMK primary,-3.6,nt,nt,nt,nt,nt,nt,0.55
STAT3 blocker,-3,-23,28,-1,-6,19,6,-2
STAT3 act,103,123,79,107,106,89,100,105
TNAP act hiacc,1,1,1.1,1,1.1,1.1,1,1
SRC2 TRFRET art,1434,1621,1484,1494,1333,1503,1517,1435
PPARg SRC3 recr,10,28*,-1,-2,-4,1,0,6
STAT1 blocker,-17,-1,-23,-4,2,1,-2,-8
bIAP inhibitor,16,3,-2,30,8,-4,46,11
bIAP act,0.8,1,1,0.7,0.9,1,0.5,0.9
